EP2 antag – human EP2 receptor antagonists, primary screen, TR-FRET cAMP, C6 glioma cells. Prostaglandin E2 receptor EP2 subtype (Homo sapiens), P43116. C6 glioma cells expressing human EP2; cells stimulated with saturating PGE2. inhibition, % at 25 µM. 260,000 compounds, 0.52% hits. AID 1422, 2008;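 active = percent inhibition above 40 after rounding to a whole number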;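 also: rat C6 glioma host cells with rolipram phosphodiesterase inhibitor present; the protocol text gives 20 µM as final concentration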
EP2 mod – EP2 receptor modulators, cAMP readout, primary screen, cell-based, HTRF cAMP, PGE2 stimulation. EP2-expressing cells, cAMP HTRF FRET, PGE2 co-stimulation. induction, % at 25 µM. 260,000 compounds, 0.83% hits. AID 940, 2007;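 active = compounds whose cAMP rise, as percent of the full-agonist control response, exceeds 60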;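 also: rat C6 glioma line stably carrying human EP2 under a CMV promoter; the protocol text gives 20 µM as final concentration; 100% = response of wells given 1 µM PGE2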
CHOP inh – inhibitors of CHOP promoter induction, primary screen, cell-based, unfolded protein response, luciferase reporter; inhibition, % at 10 µM; CHO-K1 CHOP-promoter luciferase, tunicamycin-induced, 15-18 h; 220,000 compounds, 3.8% hits;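 active = compounds that reduced the stress-induced luciferase reporter signal by more than about 70% of percent inhibition, limit read from the data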;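 also: 0% = tunicamycin plus vehicle and 100% = wells without tunicamycin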
PPC-1+TRAIL kill – compounds killing PPC-1 cancer cells with TRAIL present, primary screen, TRAIL potentiator project, ATPLite luminescence, uHTS; PPC-1 cells + TRAIL, ATPLite viability luminescence; cell killing (% activity), % at 4 µM; 220,000 compounds, 0.41% hits;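 active = cell killing above 50% in the first pass at 4 µM, then a duplicate retest at 5 µM averaging 50% or more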;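 also: plate controls were cells with TRAIL plus DMSO for no effect and medium-only wells lacking cells for full effect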
TRPN1 ag – zebrafish TRPN1 channel agonists, primary screen, cell-based, HEK293, calcium fluorescence; HEK293 zebrafish TRPN1-YFP, Fluo-8 calcium fluorescence; 100% = response to 87 µM carbachol; AID 1424, 2008; transient receptor potential cation channel N1 (TRPN1/NompC), Danio rerio; 220,000 compounds, 0.18% hits; activation, % at 3 µM;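 active = activation above its plate's cutoff, the mean activation of test wells on that plate plus 3 SD, cut at about 19% in these data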;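 also: 0% = DMSO alone and 100% = 87 µM carbachol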
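Material: zebrafish TRPN1-YFP in HEK293 cells. Doses: one dose of 3 µM, 0.3% DMSO. Incubation: dye 1 h 37 °C plus 30 min RT. Measured by: intracellular calcium fluorescence with Fluo-8.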
NPY-Y1 PAM-ag – NPY-Y1 receptor potentiators or agonists, primary screen, cell-based | NPY-Y1 expressing cells, potentiator/agonist activation | activation, % at 3.6 µM | 220,000 compounds, 0.37% hits; in the data active = activation above about 33%, passing the limit was not always enough;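 also: cells stimulated with NPY at EC10 then isoproterenol at EC100; 0% = low agonist plus stimulus and 100% = saturating agonist plus stimulus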
NPY-Y1 antag – NPY-Y1 receptor antagonists, primary screen, cell-based; Neuropeptide Y receptor type 1 (Homo sapiens), P25929; HEK293-CNG Y1 cells, membrane potential fluorescence; NPY at EC95, then isoproterenol; inhibition, % at 3.6 µM; 200,000 compounds, 1% hits; AID 1040, 2008;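 active = inhibition above the campaign mean inhibition of all tested compounds plus 3 SD, cut at about 20% in these data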;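 also: 0% = DMSO wells given NPY plus isoproterenol and 100% = isoproterenol alone without NPY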
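Assay system: HEK293 Y1/CNG channel cell line; Doses: single compound dose of 3.6 µM, 0.4% DMSO; Timing: dye 3 h, compound 60 min room temperature, stimulation 45 min; Technique: Membrane-potential fluorescent dye readout; Measure: % inhibition of NPY effect.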
14-3-3 Bad inh – inhibitors of 14-3-3 zeta/Bad binding, primary screen, biochemical, TR-FRET, bovine 14-3-3 zeta. AID 781, 2007. 220,000 compounds, 0.71% hits. 14-3-3 protein zeta/delta (Bos taurus), P63103. TR-FRET 14-3-3zeta/Dy647-pBad peptide displacement, 1 h. inhibition, % at 21.7 µM;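 active = inhibition above about 70%, limit read from the data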;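 also: 0% = full 14-3-3 plus peptide FRET controls and 100% = background without 14-3-3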
Target sequence (P63103 whole entry, looked up): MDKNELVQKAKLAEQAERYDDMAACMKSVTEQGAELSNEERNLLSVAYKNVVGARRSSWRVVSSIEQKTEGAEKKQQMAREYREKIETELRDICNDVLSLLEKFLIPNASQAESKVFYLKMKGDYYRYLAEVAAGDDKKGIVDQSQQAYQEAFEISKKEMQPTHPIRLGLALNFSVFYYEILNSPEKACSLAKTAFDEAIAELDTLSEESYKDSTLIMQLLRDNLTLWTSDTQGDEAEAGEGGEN
TRPML3 agonist – human TRPML3 channel agonists, primary screen, cell-based, HEK293 TRPML3-YFP, Fluo-8 calcium fluorescence, 3 µM; 100% = the carbachol control signal; activation, % at 3 µM; 220,000 compounds, 0.29% hits; AID 1448, 2008;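 active = activation above its plate's cutoff, the mean activation of the plate's test wells plus 3 SD, cut at about 12% in these data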;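 also: 0% = DMSO only wells and 100% = carbachol wells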
Target sequence (Q8TDD5 whole entry, looked up): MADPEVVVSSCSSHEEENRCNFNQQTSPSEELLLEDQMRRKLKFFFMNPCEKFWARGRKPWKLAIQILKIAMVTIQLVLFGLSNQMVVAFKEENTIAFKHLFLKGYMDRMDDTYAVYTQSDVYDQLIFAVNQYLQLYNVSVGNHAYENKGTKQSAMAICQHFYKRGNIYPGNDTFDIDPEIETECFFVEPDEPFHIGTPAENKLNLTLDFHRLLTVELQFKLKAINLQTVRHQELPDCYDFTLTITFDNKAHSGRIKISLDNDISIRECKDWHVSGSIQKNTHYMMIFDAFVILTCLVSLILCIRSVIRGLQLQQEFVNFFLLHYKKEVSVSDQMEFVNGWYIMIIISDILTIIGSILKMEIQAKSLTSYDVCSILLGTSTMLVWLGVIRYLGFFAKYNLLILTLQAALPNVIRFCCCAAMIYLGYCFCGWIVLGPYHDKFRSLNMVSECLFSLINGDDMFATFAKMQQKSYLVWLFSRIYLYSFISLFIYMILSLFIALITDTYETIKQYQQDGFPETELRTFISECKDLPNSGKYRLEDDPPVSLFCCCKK
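Material: TRPML3-YFP stable HEK293 cells | Dosing: One concentration, 3 µM nominal, 0.3% DMSO | Timing: 125 s total fluorescence read per well | Technique: Fluo-8 calcium dye fluorescence, ex 470-495, em 515-575 nm | Measure: Percent activation from peak-to-basal fluorescence ratio, scaled between DMSO and carbachol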
Starred values were filed as active, the others as inactive; / = no result given; & = joins results of further samples; [ ] = remark or other dose.

No.	Molecule	EP2 antag	EP2 mod	CHOP inh	PPC-1+TRAIL kill	TRPN1 ag
1	CC(C)N1C(=O)S/C(=C/c2ccccc2OCc2ccc(C(=O)O)cc2)C1=O	5	27	20	2	-0.8
2	O=C(CCSc1nc(-c2ccc3c(c2)OCO3)cc(C(F)(F)F)n1)NCc1ccco1	11&9	-7&-97	34	19	0.9
3	CNC(=S)NNC(=O)c1oc2nc(-c3ccccc3)cc(-c3ccco3)c2c1N	5	5	-28	9	9.1
4	Cc1sc2nc(CSc3ccccc3)nc(N3CCC(C(N)=O)CC3)c2c1C	7	-10	19	1	-1.9
5	CSCC[C@H](NC(=O)Nc1cccc(C(F)(F)F)c1)C(=O)O	5	15	6	20	0.3
6	O=C1OC(Oc2ccccc2)(c2ccccc2)c2ccccc21 (configuration not stated)	7	40	39	20	-0.5
7	CC1(C)Oc2ccc3ccc(=O)oc3c2C(/C=N/O)C1=O (configuration not stated)	5	25	15	14	1.6
8	CCOC(=O)C1C2C=CC3(CN(Cc4cccs4)C(=O)C13)O2 (configuration not stated)	24&11	-5&-17	3	4	-0.1
9	CCN(CC)S(=O)(=O)c1cc([N+](=O)[O-])ccc1N=Nc1c(O)n(C)c2ccccc12	6	1	39	8	-0.8
10	O=C(OCc1cc(Cl)ccc1OC(F)F)c1cccnc1	6	22	-6	17	-0.1

No.	NPY-Y1 PAM-ag	NPY-Y1 antag	14-3-3 Bad inh	TRPML3 agonist
1	16	1	-8	0.2
2	4	6	-5	-0.1
3	-1	/	38	1.4
4	-5	4	-3	-1.6
5	3	3	5	0.1
6	26	3	-10[fluorescence artefact?]	-1.4
7	-8	0	-4	1.0
8	5	6	2	-0.2
9	12	-2	-6	1.0
10	-3	0	-5	-1.2

Further entries follow.
No.	Molecule	EP2 antag	EP2 mod	CHOP inh	PPC-1+TRAIL kill	TRPN1 ag
11	COc1ccc(C(=O)Nc2cc(C(C)=O)c(/C=C/N(C)C)oc2=O)cc1	/	23	42	26	1.6
12	CC(C)=NNc1nc(-c2ccc(N3C(=O)CCC3=O)cc2)cs1	5	-35	-7	19	0.1
13	CC(=O)n1cc(/C=C2/N=C(c3ccccc3)OC2=O)c2ccccc21	17	6	6	5	0.6
14	CCCCN(C)CCC(=O)Nc1ccc(Cl)cc1	8	-57	34	8	0.8
15	COCC(C)N=C1NN=C(c2cc(C)n(Cc3ccccc3Cl)c2C)CS1 (configuration not stated)	4	-31	44	26	1.7
16	COC(=O)COc1ccc(S(=O)(=O)NC2CCCCCC2)cc1	10	-47	-26	13	2.3
17	COC(=O)Nc1ccc(S(=O)(=O)Nc2ccc(O)cc2)cc1	/	7	78*	3	-1.2
18	CCOCCOC(=O)CCSc1n[nH]c(=O)[nH]c1=O	6	18	4	8	1.3
19	O=[N+]([O-])c1cc(S(=O)(=O)Nc2cccc(C(F)(F)F)c2)ccc1-n1nnc2ccccc21	8	-4	-5	15	0.4
20	COC(=O)NCc1ccc(S(=O)(=O)N2CCOCC2)cc1	8	12	20	12	0.0

No.	NPY-Y1 PAM-ag	NPY-Y1 antag	14-3-3 Bad inh	TRPML3 agonist
11	-1	-1	3	0.6
12	0	/	0	0.1
13	11	-10	-4[fluorescence artefact?]	0.8
14	7	1	-16[fluorescence artefact?]	0.7
15	1	0	1	0.7
16	14	-5	49[fluorescence artefact?]	1.9
17	-6	-4	-2	-0.3
18	10	1	2	0.6
19	5	11	2	1.7
20	3	3	-14	0.1

Fetched by structure from the list above, three records:
No.	Molecule	EP2 antag	EP2 mod	CHOP inh	PPC-1+TRAIL kill	TRPN1 ag
17	COC(=O)Nc1ccc(S(=O)(=O)Nc2ccc(O)cc2)cc1	/	7	78*	3	-1.2
12	CC(C)=NNc1nc(-c2ccc(N3C(=O)CCC3=O)cc2)cs1	5	-35	-7	19	0.1
20	COC(=O)NCc1ccc(S(=O)(=O)N2CCOCC2)cc1	8	12	20	12	0.0

No.	NPY-Y1 PAM-ag	NPY-Y1 antag	14-3-3 Bad inh	TRPML3 agonist
17	-6	-4	-2	-0.3
12	0	/	0	0.1
20	3	3	-14	0.1

Other records
No.	Molecule	EP2 antag	EP2 mod	CHOP inh	PPC-1+TRAIL kill	TRPN1 ag
21	Cc1cccc2cc(C#N)c(NCCNS(=O)(=O)c3ccccc3)nc12	7	-20	38	-3	-1.1
22	CNC(=S)Nc1ccc2nc(C)oc2c1	6	-14	-1	21	0.6
23	CN(Cc1cn(C)nc1-c1cccc(Cl)c1)CC1CCCCO1 (configuration not stated)	6	-27	-1	8	-1.5
24	COc1cc(/C=N/Nc2ccc(C(F)(F)F)cn2)cc(OC)c1O	3	-25	18	-19	-0.9
25	CCOP(=O)(c1ccccc1)C1(C#N)CCCC1 (configuration not stated)	7	-14	-7	0	2.1
26	CNC(=O)CN1C(=O)C2C3C=CC(C3)C2C1=O (configuration not stated)	3	0	78*	11	3.1
27	Cc1nccn1CCCNC(=O)CC1C(=O)NCCN1Cc1ccccc1C(F)(F)F (configuration not stated)	4	-2	9	-2	0.4
28	COc1ccccc1NC(=S)N(CCN1CCCCCC1)Cc1cccs1	4	26	9	8	-0.4
29	COc1ccc(OC)c2sc(NC(=O)C3CC3)nc12	8	-17	-6	0	-0.1
30	CC(C)(C)C(=O)Nc1ccc2c(c1)OCCOCCOc1cc(NC(=O)C(C)(C)C)ccc1OCCOCCO2	8	-8	13	16	2.9

No.	NPY-Y1 PAM-ag	NPY-Y1 antag	14-3-3 Bad inh	TRPML3 agonist
21	3	5	-9	-0.6
22	13	-1	-12	1.0
23	-13	7	3	-0.4
24	-6	1	-6	-0.6
25	13	-1	5	0.6
26	15	-5	5	0.0
27	10	/	-6	0.8
28	-8	3	-9	0.8
29	11	-3	2	-0.2
30	1	9	-7	1.2

Continued.
No.	Molecule	EP2 antag	EP2 mod	CHOP inh	PPC-1+TRAIL kill	TRPN1 ag
31	COC(=O)CN1C(=S)N(c2ccc(Cl)cc2)C(=O)C1CC(=O)Nc1ccc(Cl)cc1 (configuration not stated)	/	-29	91*	/	2.4
32	Cc1cc(Cl)ccc1Oc1cccc(C(=O)/C(C#N)=C/N(C)C)c1	16	13	57	-7	-1.5
33	Cc1ccc(-c2cc(C(=O)NC3=NCCS3)c3cc(Br)ccc3n2)o1	37	23	30	20	0.8
34	COc1ccc(-n2nnc3c(=O)n(CC(=O)OCc4ccccc4)cnc32)cc1	12	12	28	10	0.0
35	c1ccc(Oc2ccc3ccccc3n2)cc1	6	42	-5	-14	0.4
36	CCOC(=O)C1C(=O)C(C(=O)OCC)C(c2cccnc2)NC1c1cccnc1 (configuration not stated)	20	-13	0	-9	-0.4
37	COc1ccc(C2/C=C\CN(CC3CC3)CC(=O)N2Cc2ccc(F)cc2)cc1 (configuration not stated)	10	11	18	20	/
38	O=C(Cn1cc(C(F)(F)F)ccc1=O)Nc1ccccc1	11	-18	-8	13	0.7
39	CCN(CC(=O)Nc1ccc(C(C)=O)cc1)CC(=O)Nc1ccccc1C(F)(F)F	3	-12	-6	4	0.8
40	N#CCCN(Cc1cccnc1)C(=S)NC(=O)c1ccc(S(=O)(=O)N2CCCC2)cc1	4	12	-10	22	-0.5

No.	NPY-Y1 PAM-ag	NPY-Y1 antag	14-3-3 Bad inh	TRPML3 agonist
31	48	-11	4[fluorescence artefact?]	0.8
32	-8	8	6	0.5
33	21	-3	-7[fluorescence artefact?]	0.7
34	-11	1	8	3.0
35	10	2	-15	-0.1
36	1	3	5	0.6
37	/	/	-6	/
38	-9	/	-2	0.6
39	2	-3	3	0.7
40	-5	-2	-12	0.5

Following part.
No.	Molecule	EP2 antag	EP2 mod	CHOP inh	PPC-1+TRAIL kill	TRPN1 ag
41	O=C(NCc1cccc(C(F)(F)F)c1)c1cc(Cl)cc(Cl)c1	9	12	68	11	-0.3
42	COc1ccc(C(=O)NCc2ccccc2OC)cc1	9	3	21	16	0.2
43	CCc1nc2ccccc2n1CCC(C)C	18	-5	38	-5	0.1
44	CCC(=O)N(NC1=NS(=O)(=O)c2ccccc21)S(=O)(=O)c1ccc(C)cc1	11	18	-4	-4	1.2
45	O=C(CSc1nc(-c2ccccc2)c(-c2ccccc2)[nH]1)NCCN1C(=O)CSC1=O	4	-12	11	-7	-1.0
46	COc1ccc(Nc2nc(N)nc(CSC(=S)N3CCOCC3)n2)cc1	8	-29	-2	4	-0.9
47	CCNC(=S)NS(=O)(=O)c1ccc(CC)cc1	-1	21	11	-2	-0.7
48	CCCSc1nsc(SCCC)c1C(N)=O	13	22	7	7	-0.9
49	C=CCc1cc(C)ccc1OCC(O)CN1CCN(c2ccccc2)CC1 (configuration not stated)	3	1	106*	20	-2.8

No.	NPY-Y1 PAM-ag	NPY-Y1 antag	14-3-3 Bad inh	TRPML3 agonist
41	-3	4	1	0.0
42	-17	7	-1	-0.1
43	15	2	1	0.3
44	-16	7	3	1.0
45	11	4	1	0.2
46	-12	-1	0	0.6
47	-13	2	21	-0.1
48	-2	-2	13	-0.5
49	54*	-7	70*	-0.6

Source: PubChem (several laboratories)

These rows are one share of the data; count on the stated rates, not on these rows.
